High-throughput results: PubChem BioAssay, Broad Institute
DENV2 CPE – inhibitors of DENV2 cytopathic effect. DENV2-infected cells, cytopathic effect rescue, plate reader. CPE inhibition, % at 9.99 µM. hit rate 1.7% among 350,000. AID 651640; in the data active = CPE inhibition above about 20%, passing the limit was not always enough; inconclusive = no clear call, values can overlap the other calls; tested in BHK-21 cells;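 also: 0% = median of neutral control wells and 100% = median of positive control wells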
CASP6 VEID inh – blocks human caspase-6 cleavage activity; P55212; purified caspase-6, Z-VEID-R110 cleavage fluorescence; inhibition, % at 12.5 µM; hit rate 0.53% among 350,000;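 active = mean inhibition across replicates at least about 35%, with every replicate also reaching that limit, limit read from the data; inconclusive = only one of the two criteria met; inactive = neither criterion met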;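 also: 0% = median of neutral control wells and 100% = no fluorescence left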
Target sequence (P55212 24-179 limits assumed): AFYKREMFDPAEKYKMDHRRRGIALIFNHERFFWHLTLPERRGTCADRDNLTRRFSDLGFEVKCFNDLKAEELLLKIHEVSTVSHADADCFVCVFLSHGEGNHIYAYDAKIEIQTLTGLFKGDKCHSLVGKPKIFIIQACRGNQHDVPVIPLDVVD
Target sequence (P55212 194-293 limits assumed): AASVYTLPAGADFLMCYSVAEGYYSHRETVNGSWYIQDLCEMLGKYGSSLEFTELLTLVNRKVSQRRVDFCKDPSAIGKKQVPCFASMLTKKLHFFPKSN
GSIS activator – GLuc luminescence reporter in INS-1E cells, primary screen for activators of glucose-dependent secretion of insulin. hit rate 0.61% among 370,000. AID 743287. activation, % at 16.6 µM. INS-1E GLuc reporter insulin secretion, 2-3 h;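 active = lowest replicate activation of at least 40%, so every replicate reaches that level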;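 also: 0% = median of neutral control wells and 100% = median of IBMX positive control wells; some compounds called inactive have numbers as strong as hits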
RAD52 inh – blocks human RAD52 DNA annealing; recombinant RAD52 DNA annealing, FRET fluorescence; inhibition, % at 18.7 µM; hit rate 0.46% among 360,000; AID 651710;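 active = every replicate showing at least 50% inhibition; inconclusive = mean inhibition at least 50% but not in every replicate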
XiGFP reactiv – reactivates the inactive X chromosome in mouse fibroblasts; activation, % at 7.58 µM; hit rate 0.055% among 360,000; XiGFP mouse fibroblasts, % GFP-positive cells imaging, 3 d; cells co-treated with 5-aza-dC sensitizer; scaled so ellipticine positive control = 100%;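 active = mean normalized replicate activation at least 10% and every replicate at or above 10%; inconclusive = only one of the two criteria met; inactive = mean below 10% and not all replicates reach 10%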;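 also: 0% = median of on-plate neutral control wells and 100% = ellipticine 6 µM median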
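Material: XiGFP fibroblasts, SV40-immortalized; Buffer or medium: DMEM containing 5-aza-dC; Compound dosing: single point; Times: 3 days compound exposure.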
E-selectin induc – E-selectin induction on HUVECs; activation, % at 7.58 µM; HUVEC E-selectin immunofluorescence imaging; normalized: neutral wells 0, TNF-alpha wells 100; P16581; hit rate 0.37% among 260,000;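 active = mean E-selectin-positive cell signal at least 10% of the positive control, reached in at least 60% of replicates, without over 20% cell loss; inconclusive = no rule given, readout overlaps actives, possibly toxicity-flagged; inactive = the rest, including those meeting only one limit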;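 also: in these data hits start at about 27%; measured in HUVEC primary endothelial cells; signal is the percent of cells scored E-selectin positive by PE staining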
Target sequence (P16581 whole entry, looked up): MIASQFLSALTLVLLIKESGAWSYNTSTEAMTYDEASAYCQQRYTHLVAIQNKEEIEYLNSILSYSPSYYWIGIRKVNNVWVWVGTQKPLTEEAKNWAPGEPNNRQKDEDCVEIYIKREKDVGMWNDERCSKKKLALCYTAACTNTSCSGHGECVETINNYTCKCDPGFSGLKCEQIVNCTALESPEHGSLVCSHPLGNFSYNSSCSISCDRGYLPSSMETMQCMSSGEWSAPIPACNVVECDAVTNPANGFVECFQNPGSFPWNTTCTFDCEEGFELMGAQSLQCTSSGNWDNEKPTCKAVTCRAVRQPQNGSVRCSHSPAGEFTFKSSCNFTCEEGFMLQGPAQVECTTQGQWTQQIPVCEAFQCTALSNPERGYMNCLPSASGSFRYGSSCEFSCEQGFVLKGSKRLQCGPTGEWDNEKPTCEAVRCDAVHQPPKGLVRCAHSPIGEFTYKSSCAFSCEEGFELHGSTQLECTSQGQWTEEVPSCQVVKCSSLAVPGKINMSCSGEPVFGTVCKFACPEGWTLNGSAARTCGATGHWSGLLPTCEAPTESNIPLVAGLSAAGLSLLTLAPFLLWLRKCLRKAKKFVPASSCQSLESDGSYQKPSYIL
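Read-out: % PE-positive cells | Test system: HUVEC | Doses: One compound dose added by pin transfer | Buffer or medium: EGM-2 over gelatin coat | Signal: Immunofluorescence imaging | Benchmarks: TNF-alpha, DMSO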
CFTR F508del cor – CFTR F508del correction in bronchial cells. CFBE cells, YFP halide quenching; stimulated with forskolin plus potentiator P3; % fluorescence drop versus neutral controls. activity (quench increase), % at 7.58 µM. hit rate 0.36% among 350,000. AID 720511;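 active = mean added fluorescence quench of at least 8% versus neutral control, with both replicates also reaching 8%; inconclusive = only one of the mean or replicate conditions met; inactive = mean below 8% and not both replicates reaching 8%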;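 also: cells transiently co-express mutant CFTR-F508del with the halide-sensitive YFP; corrector assay measuring rescue of mutant channel to the surface after 24 h compound exposure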
RAD54 branch – inhibitors of human RAD54 branch migration; Q92698; RAD54 Holliday junction branch migration, FAM/BHQ fluorescence; inhibition, % at 10.4 µM; hit rate 0.14% among 360,000; AID 602329;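 active = mean normalized replicate activity at least 40 and at least half of replicates scoring 40 or more; inconclusive = only one of the two criteria met; inactive = mean below 40 and under half of replicates reaching 40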;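 also: 0% = median of neutral control wells and 100% = median of positive control wells; inhibitors cause a drop in the FAM fluorescence signal; in these data hits start at about 50%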
* = called active by the depositor; ? = inconclusive; . = no result given. The order is random; about 3.7% have a hit in one of these screens.

nr	Structure	DENV2 CPE	CASP6 VEID inh	GSIS activator	RAD52 inh
1	CN(Cc1ccccc1)C(=O)Cn1c(=O)oc2cc(S(=O)(=O)N3CCCC3)ccc21	-4	0	-13	-8
2	CCCn1c(COc2ccccc2)nc2ccccc21	-2	-1	-1	-16
3	Cc1ccc2c(COC(=O)c3ccccc3Br)cc(=O)oc2c1	0	0	14	-8
4	O=C(NNC(=O)c1cc2ccccc2cc1O)Nc1ccc(F)cc1F	-5	-3	7	-12
5	O=C(NCc1ccccc1Cl)C1CCN(S(=O)(=O)N2CCOCC2)CC1	-9	5	12	2
6	O=C(Nc1cccc2ncccc12)c1cc([N+](=O)[O-])ccc1Cl	-1	2	20	-5
7	CO[C@H]1CN(C)C(=O)c2cc(NC(=O)c3ccccc3)ccc2OC[C@H](C)N(C(C)=O)C[C@H]1C	6	.	4	13
8	COc1ccccc1Nc1nc(Cl)c(C=O)s1	.	8	-1	-189
9	C[C@H]1CN([C@@H](C)CO)C(=O)c2cccc(N(C)C)c2O[C@H]1CN(C)C(=O)Nc1ccc(F)cc1	1	-1	17	5
10	COCCCN1C(=O)C(CC(=O)NCc2ccco2)CC(C(=O)N(C(C)C)C(C)C)=C1C (centres undefined)	10	-2	14	-12

nr	XiGFP reactiv	E-selectin induc	CFTR F508del cor	RAD54 branch
1	-0.2	-0.1	-4.8	-2
2	-0.1	.	2.6	-2
3	0.2	.	0.3	1
4	0.0	1.6	2.5	-4
5	-0.1	0.1	-1.6	2
6	0.3	.	0.8	2
7	0.7	-0.1	4.3	-2
8	0.2	-0.5	1.8	12
9	0.2	0.0	-5.2	-3
10	-0.1	0.0	4.2	6

(further entries)
nr	Structure	DENV2 CPE	CASP6 VEID inh	GSIS activator	RAD52 inh
11	C[C@@H]1CN([C@@H](C)CO)C(=O)c2cccc(NC(=O)CCCCCC(=O)Nc3ccccc3N)c2O[C@@H]1CN(C)S(=O)(=O)c1cn(C)cn1	-1	-1	4	-7
12	CCN1CCN(c2ccc(S(=O)(=O)N3CCCCC3)cc2NC(=O)/C=C/c2ccc(F)cc2)CC1	?	-3	-20	5
13	Cc1cc(NS(=O)(=O)c2ccc(NC(=O)c3ccc(Cl)nc3)cc2)nc(C)n1	11	-3	.	-7
14	CCOc1ccc(NC(=O)N(C2CCCC2)C2CCN(C(C)=O)CC2)cc1	13	2	-7	-13
15	C[C@@H]1CN([C@H](C)CO)S(=O)(=O)c2ccc(C#CC3CC3)cc2O[C@@H]1CN(C)Cc1cccc(F)c1	4	-3	-12	-3
16	COCc1c(CCl)cnc(C)c1O	-3	0	-3	6
17	O=c1c2cn[nH]c2nc(SCc2c(F)cccc2F)n1-c1ccc(Cl)cc1	0	0	14	-13
18	Cc1ccc(NC(=O)CCc2ccc(C)o2)c(C)c1	-3	2	-1	-3
19	Cc1cccc(OCC(O)Cn2c(N3CCCCC3)nc3c2c(=O)[nH]c(=O)n3C)c1 (centres undefined)	0	1	16	-15
20	CCOc1ccc(-c2nc(N)ncc2Oc2ccc(OC)cc2)c(O)c1	3	3	24	-13

nr	XiGFP reactiv	E-selectin induc	CFTR F508del cor	RAD54 branch
11	0.0	-11	2.0	.
12	0.2	.	-4.2	-8
13	0.3	-0.1	2.7	2
14	-0.1	-3.7	2.8	.
15	-0.8	-2.9	-1.1	12
16	0.0	.	1.1	.
17	0.0	.	-3.1	.
18	0.0	.	0.6	.
19	0.1	.	2.1	-2
20	-0.2	-0.3	-0.8	-2

(listing goes on)
nr	Structure	DENV2 CPE	CASP6 VEID inh	GSIS activator	RAD52 inh
21	O=C(N/N=C/c1sc(N2CCOCC2)nc1-c1ccccc1)c1ccccc1O	.	.	-14	.
22	COCCNC(=S)N(C)[C@H]1C[C@H]2c3cc(-c4ccccc4)ccc3CCN2C(=O)[C@H]1[C@H](C)O	-7	13	-7	-28
23	O=C(COC(=O)/C=C/c1cccc(Br)c1)NCc1ccco1	6	3	7	-8
24	C[C@@H]1CCCCO[C@H](CN(C)C(=O)Nc2ccccc2)[C@@H](C)CN([C@@H](C)CO)C(=O)c2cc(NC(=O)C3CCCCC3)ccc2O1	4	1	-14	-2
25	C[C@H]1CN([C@@H](C)CO)C(=O)c2cc(NC(=O)Nc3cccc4ccccc34)ccc2O[C@H]1CN(C)Cc1ccc(Cl)c(Cl)c1	5	0	3	10
26	COc1ccc([C@H]2C(C(=O)O)=C[C@@H](C(C)(C)C)N2S(=O)(=O)c2ccccc2)cc1	83*	3	13	-6
27	COc1cc2c(cc1OC)C(Cc1ccc(O)cc1)N(C)CC2 (centres undefined)	-3	-1	40*	-13
28	COc1ccc(C(=O)NNC(=S)NC(=O)c2ccc(OC)cc2)cc1	-2	3	-2	-11
29	CCS(=O)(=O)N1[C@H](C#N)[C@H](c2ccc(C#CC(C)C)cc2)[C@@H]1CO	-2	0	-5	-28
30	Cc1cc(F)ccc1S(=O)(=O)N(C(=O)c1ccncc1)c1ccc(OC(=O)c2ccncc2)cc1	-2	1	2	-7

nr	XiGFP reactiv	E-selectin induc	CFTR F508del cor	RAD54 branch
21	3.2	-0.5	.	-7
22	-0.2	0.1	-3.3	.
23	-0.1	?	-3.7	2
24	0.4	-0.1	1.1	-7
25	-0.4	0.2	1.2	-7
26	-0.1	0.1	-3.2	-12
27	0.0	.	-1.2	-7
28	0.0	.	-0.6	4
29	0.4	-0.6	-2.9	-2
30	0.0	.	-0.1	6

Next part.
nr	Structure	DENV2 CPE	CASP6 VEID inh	GSIS activator	RAD52 inh
31	S=C(N/N=C1\CCc2ccccc21)NC1CCCCC1	-5	.	-3	-31
32	Cc1ccc(S(=O)(=O)N2C[C@@H](O)COC[C@@H]3O[C@@H](CC(=O)N[C@H]4CCN(Cc5ccccc5)C4)CC[C@H]32)cc1	-6	3	-13	18
33	Cc1cc(F)ccc1-c1cc(C(=O)NCc2ccco2)[nH]n1	57*	0	.	-7
34	O=C1NC(Cc2ccc(O)cc2)c2nc3ccc(Br)cc3c(=O)n2-c2cc3ccccc3cc21 (centres undefined)	-9	3	.	-8
35	C=C(C)COc1ccc(-c2ncncc2-c2ccc(Cl)cc2)c(O)c1	0	2	-8	-18
36	N#Cc1ccc(-c2ccc3c(c2)[C@H]2[C@H](CCN2C(=O)C2CC2)[C@@H](CO)N3)cc1	3	2	8	3
37	O=C(Nc1ccc(S(=O)(=O)N2CCCC2)cc1)c1cccnc1Cl	10	3	-2	-11
38	COc1cc(C(=O)COC(=O)c2ccc([N+](=O)[O-])o2)cc(OC)c1OC	-5	4	5	-14
39	O=C1c2ccccc2C(Nc2ccc(-c3nc4ccccc4[nH]3)cc2)N1Cc1ccco1 (centres undefined)	11	1	.	-25
40	O=C(NCCCN1CCOCC1)c1ccc(Cl)cc1Cl	0	0	-11	-1

nr	XiGFP reactiv	E-selectin induc	CFTR F508del cor	RAD54 branch
31	0.3	3.5	1.2	.
32	-0.1	0.0	2.0	-1
33	-0.1	1.4	-0.4	-7
34	-0.1	.	8.2*	2
35	0.0	-0.1	-2.1	0
36	0.0	0.5	-0.8	5
37	0.0	.	-1.0	.
38	0.0	6.2	1.6	7
39	0.0	-0.1	7.2	-13
40	0.0	0.7	-1.0	1

Overlap with the part before: three entries, followed by the next part.
nr	Structure	DENV2 CPE	CASP6 VEID inh	GSIS activator	RAD52 inh
38	COc1cc(C(=O)COC(=O)c2ccc([N+](=O)[O-])o2)cc(OC)c1OC	-5	4	5	-14
39	O=C1c2ccccc2C(Nc2ccc(-c3nc4ccccc4[nH]3)cc2)N1Cc1ccco1 (centres undefined)	11	1	.	-25
40	O=C(NCCCN1CCOCC1)c1ccc(Cl)cc1Cl	0	0	-11	-1
41	C[C@@H]1CN([C@@H](C)CO)C(=O)c2cccc(NC(=O)C3CC3)c2O[C@H]1CN(C)Cc1ccc2c(c1)OCO2	2	1	-1	8
42	CC(=O)N1CCCc2cc(S(=O)(=O)N3CCCC(C(=O)N4CCN(c5cccc(Cl)c5)CC4)C3)ccc21 (centres undefined)	6	1	-52	-15
43	CSCCC(NC(=O)c1ccccc1Cl)C(=O)N1CCCC(C)C1 (centres undefined)	2	-2	13	-15
44	Cc1ccc(S(=O)(=O)N(C)CCCC(=O)Nc2cccc3ccccc23)cc1	-2	-1	-13	-1
45	OCCC1CN(C2CCC2)CCN1Cc1ccc(F)c(F)c1 (centres undefined)	-1	1	.	1
46	CCCCN1C(=O)C(CC(=O)NC(c2ccccc2)c2ccccc2)CC(C(=O)N(CC)CC)=C1C (centres undefined)	-2	1	-25	-1
47	Cc1ccsc1C(=O)OCC(=O)NC1CCCCC1	6	-3	-3	-4
48	CCN(c1ccc(NC(=O)COC(=O)c2ccc([N+](=O)[O-])o2)cc1)C(C)C	-10	9	-4	-17
49	CCOc1ccc2nc(NC(=O)CS(=O)(=O)c3ccc(C)cc3)sc2c1	.	7	-2	-1
50	CCCNCC(O)Cn1c2ccccc2n2c(=O)cc(C)c(C#N)c12 (centres undefined)	-4	-2	.	-20
51	Clc1ccc(SCCN2CCNCC2)cc1	10	-3	-5	-2
52	COc1ccc(-c2csc(NC(=O)COC(=O)c3ccco3)n2)cc1	17	-3	-1	-19
53	CCCOc1ccc(C(=O)CCC(=O)OCC(=O)N2CCN(S(=O)(=O)c3ccc(C)cc3C)CC2)cc1	9	-3	0	-21

nr	XiGFP reactiv	E-selectin induc	CFTR F508del cor	RAD54 branch
38	0.0	6.2	1.6	7
39	0.0	-0.1	7.2	-13
40	0.0	0.7	-1.0	1
41	0.0	-0.2	0.5	8
42	0.2	.	0.1	-2
43	0.4	.	2.4	-6
44	0.0	.	-0.3	14
45	0.0	0.0	0.9	-6
46	0.0	-0.1	2.9	-4
47	0.0	0.1	-0.5	-1
48	0.4	-1.4	2.9	3
49	.	.	.	-3
50	0.0	-1.8	5.0	23
51	0.0	0.0	-4.8	.
52	0.3	.	-2.1	5
53	0.1	.	-0.8	7
